Screens as filed in PubChem BioAssay.
S1P1 ag pot: S1P1 (human) agonism or agonism potentiation. AID 449. hit rate 0.57% among 56,000. activation, % at 9.5 µM. S1P1 CRE-bla cells, forskolin, beta-lactamase FRET, potentiator mode; S1P1 agonist co-added at EC20, 2 nM; 100% = saturating reference agonist, 0% = basal;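 active = activation above a cutoff set at the mean activation of all tested compounds plus 3 SD, cut at about 54% in these data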;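 note: forskolin at 4 µM as EC80 and the EC20 agonist is SEW2871; 100% = SEW2871 at its EC100 plus forskolin at EC80; some compounds past the cut are filed as inactive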
Target sequence (P21453 whole entry, looked up): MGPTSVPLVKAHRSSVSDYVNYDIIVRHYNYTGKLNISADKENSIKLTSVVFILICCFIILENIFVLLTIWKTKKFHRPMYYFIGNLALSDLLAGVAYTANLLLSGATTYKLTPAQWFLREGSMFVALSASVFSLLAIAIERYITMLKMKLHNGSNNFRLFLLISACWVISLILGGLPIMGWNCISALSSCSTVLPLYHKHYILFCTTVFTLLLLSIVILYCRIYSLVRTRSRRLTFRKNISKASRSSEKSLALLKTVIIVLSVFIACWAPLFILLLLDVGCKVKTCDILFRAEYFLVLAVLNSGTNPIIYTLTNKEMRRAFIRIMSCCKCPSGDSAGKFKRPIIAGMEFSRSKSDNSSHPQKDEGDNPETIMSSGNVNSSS
M1 agonist: activates the M1 muscarinic receptor | CHO-M1 cells, Fluo-4 calcium fluorescence, agonist mode; stronger effect = higher value | B-score at 10 µM | AID 626 | hit rate 3% among 64,000;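 active = fluorescence rise, raw or as B-score row- and column-corrected plate score, outside the 99.7% band of its plate's samples, either direction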
5HT1E ag: agonists of human 5-HT1E serotonin receptor; P28566; CHO 5-HT1E Ga15 NFAT-bla reporter, FRET; 0% DMSO wells, 100% control agonist wells; activation, % at 6 µM; hit rate 0.69% among 65,000; AID 574;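 active = activation above a set limit, the screen-wide mean activation plus 3 SD, cut at about 8.5% in these data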;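 note: 100% = positive control agonist at 1 µM giving full maximal response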
HTR1E antagonist: antagonists of human 5-HT1E serotonin receptor | P28566 | CHO 5-HT1E Ga15 NFAT-bla reporter, FRET, antagonist | inhibition, % at 6 µM | hit rate 0.99% among 65,000 | AID 571;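 active = inhibition above a set limit, the mean inhibition across every tested compound plus 3 SD, cut at about 29% in these data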;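 note: signal is the 460 over 535 nm emission ratio of beta-lactamase substrate; 0% = agonist plus DMSO wells and 100% = wells without agonist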
5HT1a antag: antagonists of human 5-HT1a serotonin receptor; inhibition, % at 10 µM; hit rate 0.68% among 62,000; CHO 5-HT1a Ga15 NFAT-bla reporter, antagonist mode; P08908;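 active = inhibition above the mean of all tested compounds plus 3 SD, cut at about 43% in these data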;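 note: receptor stimulated by 5-CT agonist at 100 nM near EC80; beta-lactamase reporter measured by ratiometric fluorescence of a cleavable substrate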
M1 antag: antagonists of rat M1 muscarinic receptor | CHO-M1 cells, Fluo-4 calcium, ACh EC80 antagonist mode; stronger effect = lower value | B-score at 10 µM | hit rate 3.4% among 64,000 | P08482;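 active = calcium fluorescence response, raw or row-and-column corrected B-score, differing from the plate sample mean either way at a set confidence level, mostly lower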
Target sequence (P08482 whole entry, looked up): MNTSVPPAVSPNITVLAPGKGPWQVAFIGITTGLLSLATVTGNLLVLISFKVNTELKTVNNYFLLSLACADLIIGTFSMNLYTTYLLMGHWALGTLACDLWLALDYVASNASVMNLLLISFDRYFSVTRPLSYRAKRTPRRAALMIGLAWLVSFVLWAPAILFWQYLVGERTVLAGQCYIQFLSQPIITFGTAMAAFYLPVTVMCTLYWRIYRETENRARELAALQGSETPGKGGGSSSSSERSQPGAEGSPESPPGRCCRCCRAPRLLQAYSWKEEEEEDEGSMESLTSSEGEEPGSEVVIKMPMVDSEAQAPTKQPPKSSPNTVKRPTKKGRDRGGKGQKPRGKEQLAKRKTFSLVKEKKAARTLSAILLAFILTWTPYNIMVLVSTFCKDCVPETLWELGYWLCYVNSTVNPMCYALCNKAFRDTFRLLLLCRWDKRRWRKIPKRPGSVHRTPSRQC
S1P3 agonist: activates the human S1P3 receptor | Q99500 | S1P3 NFAT-BLA reporter cells, agonism, FRET ratio; relative to 1 µM S1P, basal subtracted | activation, % at 4.5 µM | hit rate 0.1% among 60,000 | AID 373;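 active = activation above the screen-wide mean plus 3 SD, cut at about 4.5% in these data, passing the limit was not always enough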; note: some compounds called inactive have numbers as strong as hits
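Assay system: CHO cells stably expressing human S1P3, Gα16 and NFAT-β-lactamase reporter. Timing: overnight plating, 4 h compound 37 °C, 2 h substrate RT. Signal: β-lactamase FRET emission ratio 460/535 nm. Measure: percent activation versus median 1 µM S1P response, basal-subtracted, per plate. Repeats: primary screen single test, confirmation screen in triplicate.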
5HT1a ag: agonists of human 5-HT1a serotonin receptor; P08908; CHO 5-HT1a Ga15 NFAT-bla reporter, FRET ratio; 0% basal, 100% maximal reference agonist; activation, % at 10 µM; hit rate 0.56% among 65,000;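 active = activation above the screen-wide mean activation plus 3 SD, cut at about 19% in these data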;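 note: 0% = DMSO wells and 100% = 5-CT at EC100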
Jurkat viability: cytotoxic compounds reducing Jurkat cell viability; hit rate 1.2% among 56,000; AID 463; Jurkat E6.1 viability, ATP luminescence, 48 h; inhibition, % at 4 µM;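 active = inhibition above the mean inhibition of all tested compounds plus 3 SD, cut at about 28% in these data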
* marks the source's active call; other numbers are inactive results; / = no result given.

Structure | S1P1 ag pot | M1 agonist | 5HT1E ag | HTR1E antagonist | 5HT1a antag | M1 antag | S1P3 agonist | 5HT1a ag | Jurkat viability
CC1CCc2cc(F)ccc2N1C(=O)CSc1nnc(-c2cccs2)n1C (configuration not stated) | -8 | -0.57 | -0.6 | 3 | -25 | -6.1* | 0.1 | -1.6 | -2
c1ccc(OCCOc2ncnc3sccc23)cc1 | 9 | 0.0077 | 1.4 | 12 | 4 | -0.051 | 0.9 | -0.2 | 0
Cc1cc(NC(=O)CSc2nc3ccsc3c(=O)n2CCCCC(=O)O)no1 | / | -0.92 | -1.6 | -3 | 2 | 0.29 | / | -2.1 | /
O=C(Cn1cc(C(=O)c2cccs2)c2ccccc21)NCc1ccc2c(c1)OCO2 | 20 | 1.3 | -0.4 | -15 | 5 | 0.036 | -0.7 | -2.7 | 1
COC(=O)c1c(C)[nH]c(C)c1-c1ccccc1 | 0 | 0.33 | -1.0 | -3 | 5 | 1.7 | -1.5 | -4.6 | 3
OC(CN1CCN(c2ccccc2)CC1)c1c[nH]c2ccccc12 (configuration not stated) | 2 | 0.73 | -0.2 | 3 | 18 | 0.19 | -1.8 | 1.8 | 10
CCOC(=O)N1CCC(NS(=O)(=O)c2ccc3c(c2)C(C)(C)C(=O)N3C)CC1 | -39 | 0.46 | 0.8 | 3 | 1 | -17* | -0.6 | -4.3 | 1
CCOC(=O)N1CCC(N2Cc3cccc(C(=O)Nc4cc(F)ccc4F)c3C2=O)CC1 | -13 | -0.51 | -0.1 | -1 | -1 | 0.67 | -1.4 | -1.2 | 0
O=C(Nc1ccc2c(c1)OCO2)N1CCN(c2cccc(C(F)(F)F)c2)CC1 | 31 | 2.9* | 6.3 | -4 | 7 | -2.2 | 14 | -2.6 | 1
Cc1nn(-c2cc(C)c3ccccc3n2)c2c1CCC2 | -21 | -0.11 | 0.0 | -2 | 6 | -1.1 | -1.2 | -3.7 | 0
CCOC(=O)Nc1ccc2c(c1)Nc1ccccc1S2 | 29 | 0.19 | 1.4 | 20 | 18 | 0.21 | -2.2 | -5.5 | 12
Cc1cc(C(=O)OCC(=O)c2ccc(Br)s2)c(C)o1 | 17 | -0.52 | -0.5 | 5 | 6 | -0.88 | -2.0 | -3.7 | 8
COc1ccc(S(=O)(=O)N(C)CC(=O)NCCC2=CCCCC2)cc1 | / | 0.038 | -0.1 | 0 | -24 | 0.4 | / | 1.8 | /
O=c1c2ccccc2nc2n1CCN2Cc1ccc(Cl)cc1 | 43 | 5.6* | -0.2 | 5 | 17 | -1.8 | -0.6 | -0.3 | 25
Cc1cc(C(=O)NCc2ccc(S(N)(=O)=O)cc2)c(C)o1 | 4 | -1.7 | -0.5 | 8 | -6 | -0.45 | -0.8 | -3.0 | 3
CC1=C(C(N)=O)C(c2cccnc2)n2nc(-c3cccc(Cl)c3)nc2N1 (configuration not stated) | -23 | 2.7 | -1.3 | -5 | -7 | -0.65 | -0.5 | -3.4 | 0
O=C(CCSc1ccccc1)NCCSc1ccccn1 | / | -0.16 | 3.5 | -4 | -8 | 0.0052 | 0.3 | 0.6 | 0
O=C1C(Cl)=C(NCC2CCCO2)C(=O)N1Cc1ccccc1 (configuration not stated) | -12 | -1.7 | 1.1 | -1 | -4 | 1.6 | -0.9 | -1.2 | 6
CCOC(=O)C(NC(C)=O)(NS(=O)(=O)c1ccccc1)C(F)(F)F (configuration not stated) | -3 | 1.2 | -0.8 | -5 | 11 | -0.065 | -1.6 | -1.3 | -6
CC1CN(C2CCN(S(=O)(=O)c3ccccc3)CC2)CC(C)O1 (configuration not stated) | 11 | -0.13 | -0.7 | 52* | / | 0.69 | -3.5 | -0.7 | /
CC(C)(C)C1CCc2onc(C(=O)NCc3ccc(F)cc3)c2C1 (configuration not stated) | -13 | 0.73 | 0.4 | -1 | -1 | 0.2 | -0.2 | -2.3 | -6
O=P1(c2ccccc2)C=Cn2c1cc1c2CCCC1 (configuration not stated) | -16 | -0.28 | 0.3 | 14 | 27 | 0.58 | 0.6 | -5.0 | 3
O=C(NCCC1=CCCCC1)c1ccc(F)c(S(=O)(=O)N2CCOCC2)c1 | 13 | 0.074 | -0.1 | 18 | -1 | -0.43 | -0.6 | -1.2 | 11
O=c1oc2ccccc2c2c1ncn2-c1ccccc1 | -24 | -0.79 | 0.4 | 9 | -10 | -0.098 | -0.7 | -3.9 | -3
O=C(c1ccco1)N1CCN(S(=O)(=O)c2ccc3c(c2)OCCO3)CC1 | 12 | 0.0081 | 0.3 | -4 | 2 | -0.45 | -1.1 | -2.6 | -2
CCN(CC)c1ccc2cc(-c3nc4ccccc4[nH]3)c(=O)oc2c1 | 26 | 419* | -0.4 | 49* | 27 | -21* | -2.6 | -6.4 | 4
O=C1C2CCCN2C(c2ccccc2)N1c1ccc(F)cc1 (configuration not stated) | -14 | -0.73 | 1.2 | 0 | -12 | -0.012 | 0.1 | 1.2 | -4
Cc1cccc(NC(=O)c2cc(NC(=O)C3CC=CCC3C(=O)O)ccc2N2CCOCC2)c1 (configuration not stated) | / | 0.067 | -1.3 | 11 | 10 | 0.073 | -0.6 | -1.6 | 6
COc1ccc(C2=NOC(C(=O)NCc3ccco3)C2)cc1OC (configuration not stated) | 3 | -0.26 | 0.1 | 24 | 14 | 0.35 | 2.5 | 1.9 | 86*
COc1ccc(O)c(-c2[nH]ncc2C(=O)c2ccccc2)c1 | / | -0.33 | 0.6 | 1 | 1 | 0.19 | / | 1.6 | /
O=C(COC(=O)c1ccc2c(c1)OCO2)NCc1ccc(Cl)cc1 | -19 | -0.019 | -0.7 | -2 | -13 | -0.57 | 4.2 | -1.9 | 7
CC(=O)c1c(C)[nH]c(C(=O)N2CCc3ccccc32)c1C | -7 | -0.51 | 0.8 | -4 | -2 | 0.019 | 0.4 | 0.2 | -3
CCOCCCNC(=O)c1cc2c(-c3ccc(Cl)cc3)nn(C)c2s1 | -34 | -0.15 | 0.5 | 14 | 12 | 0.58 | -0.7 | 0.4 | 5
CC(CN1CCCC(C(N)=O)C1)c1ccccc1 (configuration not stated) | 12 | 0.079 | -0.6 | 15 | -7 | -0.59 | -2.2 | -0.9 | 5
Cc1ccc(S(=O)(=O)N2CCN(C(=O)CSc3nnc(C)c(=O)[nH]3)CC2)cc1 | 4 | 1 | 0.3 | -10 | -3 | 0.13 | 0.1 | -3.0 | 6
O=C(Nc1ccccc1)c1ccccc1OCC(O)CN1C(=O)c2ccccc2S1(=O)=O (configuration not stated) | 12 | 6.1* | -0.3 | 7 | 9 | -1.9 | -0.6 | 0.3 | 0
O=C(CN1CCN(S(=O)(=O)c2ccccc2)CC1)Nc1ccc2c(c1)OCO2 | 0 | 0.026 | -0.6 | 5 | 2 | -0.018 | -0.7 | -1.3 | -3
CC(=O)NCCc1nc2ccccc2n1Cc1ccccc1 | -7 | -0.066 | 0.7 | 9 | 4 | 0.2 | -1.6 | -4.2 | -1
CCOc1cccc(C(=O)NC2CCCCC2)c1 | 9 | 0.59 | 0.5 | -5 | 9 | 0.5 | -0.9 | 0.9 | -3
Nc1nc2c3ccccc3nc(Cc3ccccc3)n2n1 | -35 | 0.38 | 0.4 | 9 | -11 | -0.64 | -0.1 | -1.3 | -3
COc1cccc(NC(=O)CSc2nnc(-c3cccs3)n2C)c1 | 11 | 0.0086 | -0.7 | 9 | 3 | 0.17 | -0.3 | -2.7 | 5
CC1(C)Cc2c(c(N3CCOCC3)nc3sc(-c4ccc(C(=O)O)o4)c(N)c23)CO1 | 1 | -1.7 | -0.1 | 14 | 2 | -0.21 | -1.1 | 0.6 | 12
CC(C)Oc1ccc(/C(O)=C2/C(=O)C(=O)N(CCCN3CCOCC3)C2c2ccncc2)cc1 (configuration not stated) | / | 1.3 | -0.4 | 12 | 0 | -0.47 | -0.3 | -1.1 | 6
COc1ccc2cc(C(c3nnnn3Cc3ccccc3)N3CCCCCC3)c(=O)[nH]c2c1 (configuration not stated) | -12 | -0.19 | -0.8 | -6 | 3 | 0.098 | -0.3 | -0.1 | -6
Cc1ccc(NC(=O)CCSc2nnc(-c3ccco3)o2)cc1 | 7 | -0.21 | -0.8 | -10 | 0 | 0.14 | -0.7 | -2.5 | 3
O=C(CN1CC(c2ccccc2)CC1=O)Nc1ccc2c(c1)OCO2 (configuration not stated) | 5 | -1.7 | 0.2 | 10 | -4 | -0.83 | -0.5 | -1.6 | 2
COC(=O)Cn1cnc2c(nnn2-c2ccc(C)cc2)c1=O | -25 | 0.26 | 3.8 | -12 | 1 | -0.57 | 0.4 | -1.9 | 1
CCCCCn1c(SCC(=O)OCC)nc2cc(C(=O)NCc3ccco3)ccc2c1=O | / | 0.089 | 0.1 | 7 | 2 | 0.047 | / | 1.5 | /

The last 2 entries of the part above are carried over, then new ones follow.
Structure | S1P1 ag pot | M1 agonist | 5HT1E ag | HTR1E antagonist | 5HT1a antag | M1 antag | S1P3 agonist | 5HT1a ag | Jurkat viability
COC(=O)Cn1cnc2c(nnn2-c2ccc(C)cc2)c1=O | -25 | 0.26 | 3.8 | -12 | 1 | -0.57 | 0.4 | -1.9 | 1
CCCCCn1c(SCC(=O)OCC)nc2cc(C(=O)NCc3ccco3)ccc2c1=O | / | 0.089 | 0.1 | 7 | 2 | 0.047 | / | 1.5 | /
Cc1ccc(-c2nnc(N3CCOCC3)c3ccccc23)cc1S(=O)(=O)NCC1CCCO1 (configuration not stated) | -39 | 1.3 | -0.7 | 2 | -4 | -0.24 | -0.7 | 4.5 | 5
COC(=O)C1=C(C)N(CC2CCCO2)C(=O)C1 (configuration not stated) | -16 | -0.088 | -1.2 | -9 | -6 | -0.098 | -1.0 | -2.7 | -2
COCc1cc(C)n(CC(=O)Nc2ccccc2C(=O)OC)c(=O)c1C#N | -26 | -0.22 | -0.2 | 5 | -3 | -0.99 | -0.6 | -0.6 | -5
CC(C(=O)Nc1cc(C(F)(F)F)ccc1N1CCOCC1)N1C(=O)C2CC=CCC2C1=O (configuration not stated) | -20 | -0.078 | -0.7 | -8 | -6 | 0.82 | 0.0 | -0.8 | 0
COc1ccc(N2CCN(C(=O)c3c(-c4ccccc4)noc3C)CC2)cc1 | -1 | -0.24 | 0.0 | -4 | -16 | -0.32 | 0.7 | -1.1 | -13
O=C(c1cc(-c2ccccc2O)on1)N1CCCC1 | -19 | 0.29 | 1.2 | 2 | -12 | -0.35 | -1.1 | 2.8 | 7
CCOC(=O)c1nnn(-c2nonc2N)c1CSc1ccc(C)cc1 | -6 | -0.29 | -0.4 | 28 | 18 | -1.5 | -0.6 | -1.6 | 1
COC(=O)C1=C(C)NC(=O)C1(Nc1ccc(Cl)cn1)C(F)(F)F (configuration not stated) | 2 | 0.81 | -0.9 | 5 | 19 | -0.2 | -0.6 | -4.3 | 4
CC(NCc1ccco1)C(=O)N1CCc2ccccc2C1 (configuration not stated) | -20 | -0.79 | -0.6 | 7 | -14 | -0.17 | 0.3 | 0.3 | -5
